From PubChem
MBD2 inh: inhibitors of MBD2 binding to methylated DNA, primary screen, biochemical, TR-FRET, DNA-binding domain, human. Methyl-CpG-binding domain protein 2 (Homo sapiens), Q9UBB5. MBD2 binding to methylated oligonucleotide. 0.31% of 370,000 active. inhibition, % at 4.4 µM; in the data active = inhibition above about 13%
TCR CD3 inh: inhibitors of human TCR-CD3 interaction, primary screen, biochemical, fluorescence, TAMRA-labeled TCR probe. T-cell receptor (TCR). inhibition, % at 9.4 µM. 0.37% of 360,000 active. AID 651800, 2012; in the data active = inhibition above about 19%;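 note: recombinant mutant TCR 2C K166C tagged with TAMRA read by polarization; 0% = receptor in buffer alone and 100% = receptor with positive control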
DDE Tn6 FP inh: inhibitors of Tn6 peptide binding to fibrin DD(E), primary screen, biochemical, fluorescence polarization, human fibrin, Tn6 probe; Fibrinogen beta chain (Homo sapiens), P02675; Fibrin DD(E) TRITC-Tn6 fluorescence polarization displacement; inhibition, % at 8.3 µM; 0.21% of 370,000 active;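 active = inhibition above a per-campaign cutoff: mean of compounds within control limits plus 3 SD, cut at about 15% in these data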;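 note: 0% = median of all compound wells on the plate and 100% = blocking peptide control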
LEDGF integ inh: blockers of LEDGF/p75-dependent integrase strand transfer – biochemical, TR-FRET, high throughput, primary screen; TR-FRET IN-LEDGF/p75 DNA integration, Eu/Cy5; AID 743269, 2014; inhibition, % at 3.7 µM; 0.64% of 370,000 active;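 active = inhibition above the screen-wide mean plus 3 SD, cut at about 13% in these data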;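 note: signal is the Cy5 over europium emission ratio at 671 and 618 nm; 0% = plate median of compound wells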
PRMT1 inh: PRMT1 methyltransferase inhibitors, primary screen, biochemical, fluorescence polarization. Protein arginine N-methyltransferase 1 (Homo sapiens), Q99873. recombinant PRMT1, activity-based probe fluorescence polarization. inhibition, % at 2.79 µM. 1.3% of 370,000 active;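 active = inhibition above about 21% made by adding two undisclosed values, limit read from the data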
proKLK7 act: proKLK7 zymogen activators, primary screen, biochemical, fluorescence intensity. Kallikrein-7 (Homo sapiens), P49862. purified proKLK7, EDANS-DABCYL substrate fluorescence; 100% is mature enzyme control, 0% vehicle. activation, % at 7 µM. 0.9% of 370,000 active;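 active = activation above the mean of all tested compounds plus 3 SD, computed per campaign excluding outliers beyond control limits, cut at about 13% in these data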
Target sequence (P49862 whole entry, looked up): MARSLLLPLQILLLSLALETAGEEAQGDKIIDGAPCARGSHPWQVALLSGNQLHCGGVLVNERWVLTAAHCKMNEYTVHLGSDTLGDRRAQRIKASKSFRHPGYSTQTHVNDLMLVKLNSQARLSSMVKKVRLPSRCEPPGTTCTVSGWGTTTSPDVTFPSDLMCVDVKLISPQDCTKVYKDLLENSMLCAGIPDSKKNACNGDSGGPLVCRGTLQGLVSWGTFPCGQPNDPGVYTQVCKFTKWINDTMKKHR
SIAE inh: human SIAE inhibitors, primary screen, biochemical, fluorescence polarization, FP-Rh probe, 1536-well HTS; SIAE FP-Rh probe binding; inhibition, % at 9.66 µM; 0.69% of 370,000 active;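 active = inhibition above a cutoff: mean of compounds within the control limits plus 3 SD of those, cut at about 17% in these data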;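 note: 0% = plate median of compound wells and 100% = probe without SIAE protein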
Target sequence (Q9HAT2 whole entry, looked up): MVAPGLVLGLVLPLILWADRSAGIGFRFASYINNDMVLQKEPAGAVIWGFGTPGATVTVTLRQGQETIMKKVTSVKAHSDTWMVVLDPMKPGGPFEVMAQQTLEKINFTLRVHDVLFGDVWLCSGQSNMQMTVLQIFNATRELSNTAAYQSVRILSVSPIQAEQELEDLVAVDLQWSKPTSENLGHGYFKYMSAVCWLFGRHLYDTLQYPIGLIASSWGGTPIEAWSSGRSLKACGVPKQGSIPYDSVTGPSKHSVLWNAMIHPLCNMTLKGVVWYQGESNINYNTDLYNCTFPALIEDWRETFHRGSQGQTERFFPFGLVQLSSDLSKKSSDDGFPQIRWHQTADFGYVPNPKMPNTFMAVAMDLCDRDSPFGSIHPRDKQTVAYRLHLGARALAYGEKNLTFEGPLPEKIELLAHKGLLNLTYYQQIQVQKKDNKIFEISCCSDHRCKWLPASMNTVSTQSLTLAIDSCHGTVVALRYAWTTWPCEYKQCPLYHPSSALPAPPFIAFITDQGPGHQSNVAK
UHRF1 MBD2 ctr: UHRF1 methylated DNA binding inhibitors, primary screen, counter-screen for MBD2 inhibitor project, biochemical, TR-FRET, human UHRF1, single concentration; E3 ubiquitin-protein ligase UHRF1 (Homo sapiens), Q96T88; UHRF1 binding to methylated oligo; inhibition, % at 4.4 µM; 0.75% of 370,000 active; AID 687016, 2013; in the data active = inhibition above about 21%;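 note: UHRF1 SRA domain binding a hemimethylated CpG hairpin DNA probe; 0% = median of test compound wells and 100% = reference inhibitor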
TDP2 inh: human TDP2 enzyme inhibitors, primary screen, biochemical, epi absorbance, recombinant enzyme. T5PNP hydrolysis, p-nitrophenol absorbance 415 nm. 0.34% of 370,000 active. AID 720702, 2013. inhibition, % at 12.8 µM;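 active = inhibition above the mean of all tested compounds plus 3 SD, set per campaign, cut at about 25% in these data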;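 note: 0% = DMSO with enzyme and 100% = buffer with substrate but no TDP2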
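Assay system: recombinant human TDP2 / Reagent: T5PNP substrate at 5 mM, a TopII-DNA adduct mimic / Measured by: epi absorbance from released p-nitrophenol / Evaluation: % inhibition relative to enzyme-containing and enzyme-free wells / Control set: enzyme-free and DMSO wells / Replicates: each compound tested once, singlicate / Schedule: enzyme reaction with compound for 2 h at 37 °C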
DDE Tn7 FP inh: inhibitors of Tn7 peptide binding to fibrin DD(E), primary screen, biochemical, fluorescence polarization, human fibrin, Tn7 probe | Fibrinogen beta chain (Homo sapiens), P02675 | 0.13% of 370,000 active | inhibition, % at 8.3 µM | FP displacement of FITC-Tn7 peptide from fibrin DD(E); 0% = median of compound wells per plate;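 active = inhibition above the mean of compounds falling within the control limits plus 3 SD of them, cut at about 14% in these data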;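 note: 0% = plate median of compound wells and 100% = 10 µM Aha-Tn7 peptide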
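Assay system: human fibrin DD(E) protein / Input: 2 µM fibrin DD(E) / Benchmarks: high control of 10 µM Aha-Tn7 peptide / Measured by: fluorescence polarization of the labelled Tn7 tracer / Medium: Tris buffer with calcium and detergent, pH 7.8 / Timing: 10 min compound pre-incubation, 3 h probe incubation at room temperature / Repeats: one replicate per compound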
* = called active by the depositor; / = not tested or not shown.

structure	MBD2 inh	TCR CD3 inh	DDE Tn6 FP inh	LEDGF integ inh	PRMT1 inh	proKLK7 act	SIAE inh	UHRF1 MBD2 ctr	TDP2 inh	DDE Tn7 FP inh
Cc1ccc(S(=O)(=O)N(C)C)cc1NC(=O)CN1C(=O)NC2(CCCCCCC2)C1=O	1	6	4	2	-1	0.3	-8	-2	5	3
Cc1nn(CCc2n[nH]c(=S)n2-c2cccc(Cl)c2)c(C)c1[N+](=O)[O-]	-1	9	5	-1	3	0.7	6	-2	-7	6
O=C(N/N=C/C=C\c1ccccc1[N+](=O)[O-])c1ccncc1	-2	-4	-3	-1	1	0.8	-7	-1	3	7
CCOC(=O)N1CCN(C(=S)Nc2ccccc2C)CC1	-4	-4	1	-4	0	0.0	-3	-1	2	8
CCCCN(C)C(=O)c1sc(=O)n(CC(=O)c2ccccc2OC)c1C	0	3	-1	-3	4	0.3	-1	-1	3	3
CC(=O)N1CCOc2ccc(S(=O)(=O)Nc3cccc(C)c3)cc21	9	-9	-5	2	7	0.6	-4	8	-3	-2
O=C(N/N=C/c1cccnc1)c1ccc(CN2c3cccc4cccc(c34)S2(=O)=O)cc1	-1	4	-15	-5	0	-7.7	-75	-3	11	0
Cn1nc(-c2ccccc2)c(C(O)c2ccccc2C(F)(F)F)c1Cl (centres undefined)	-2	-1	6	1	0	-0.7	-4	-1	2	-1
O=c1c2ccccc2nnn1CSc1ncnc2ccccc12	1	6	-1	-1	5	0.3	3	-2	9	-6
COc1ccc([C@@H]2Sc3ccccc3NC(=O)[C@@H]2O)cc1	3	-8	2	-5	4	-0.8	-8	2	-1	6
CCOC(=O)C1CCCN(C(=O)c2ccccc2OC(F)(F)F)CC1 (centres undefined)	-2	1	5	-4	-2	0.4	5	0	2	1
COc1ccc(C(=O)NCc2nnc(SCC(=O)NC3CCCCC3)n2C)cc1	5	2	-1	2	-3	-0.2	1	-1	-4	-2

Next section; it opens with the three that closed the last part.
structure	MBD2 inh	TCR CD3 inh	DDE Tn6 FP inh	LEDGF integ inh	PRMT1 inh	proKLK7 act	SIAE inh	UHRF1 MBD2 ctr	TDP2 inh	DDE Tn7 FP inh
COc1ccc([C@@H]2Sc3ccccc3NC(=O)[C@@H]2O)cc1	3	-8	2	-5	4	-0.8	-8	2	-1	6
CCOC(=O)C1CCCN(C(=O)c2ccccc2OC(F)(F)F)CC1 (centres undefined)	-2	1	5	-4	-2	0.4	5	0	2	1
COc1ccc(C(=O)NCc2nnc(SCC(=O)NC3CCCCC3)n2C)cc1	5	2	-1	2	-3	-0.2	1	-1	-4	-2
O=C(CCn1ccnc1)Nc1nc2ccccc2[nH]1	-2	6	-5	-1	-4	0.9	-2	-3	16	1
O=C(O)C1CSC2(c3ccc(Br)cc3)CCC(=O)N12 (centres undefined)	7	-7	-2	4	3	0.3	-3	7	0	3
COc1ccc(OC(C)C(=O)NCc2cccnc2)cc1 (centres undefined)	-8	-3	9	2	0	0.0	2	4	5	2
O=C(Nc1nn(Cc2ccccc2F)cc1Br)c1cccs1	3	3	-9	-1	-3	0.0	1	0	9	2
Cc1sc2ncnc(SCC(=O)NC3CCS(=O)(=O)C3)c2c1C (centres undefined)	2	4	0	3	-4	0.5	6	-4	0	2
O=C(Nc1ccc(Cl)c([N+](=O)[O-])c1)c1ccc(NCCCN2CCOCC2)c([N+](=O)[O-])c1	-2	5	14	1	-1	-0.4	5	-1	-4	1
Cc1nc(CN2CCN(C(=O)c3ccc(Br)cc3)CC2)cs1	1	-2	0	-1	-2	-0.3	7	2	-3	1
Cc1cc(N(C)Cc2ccccc2)nc2cc(O)ccc12	2	-1	-3	-2	-1	35*	1	-1	-3	5
CCOC(=O)COc1cccc2c(=O)n(CC(=O)NCc3ccc(F)cc3)ccc12	0	-2	-4	-6	-1	-0.1	8	0	2	-3
CCN1CCN(CCCN(Cc2ccco2)C(=S)Nc2ccc(C)c(Cl)c2)CC1	1	4	-3	10	-4	0.5	12	4	-11	1
O=S(=O)(c1ccc(Cl)cc1)N1CCN(c2ncnc3sccc23)CC1	4	0	6	0	-2	-0.6	-7	-4	-4	6
O=C(Cc1ccc([N+](=O)[O-])cc1)Nc1cccc(C(=O)N2CCCCC2)c1	-2	8	4	-1	0	0.1	-2	-2	0	-3
O=Cc1ccc(OC(=O)c2cccnc2)cc1	-1	-4	-4	-5	1	-0.7	-2	5	-2	-2
COc1cccc(C=NCCCN=Cc2cccc(OC)c2O)c1O	-2	8	-8	-6	8	-1.5	-1	1	-16	-1
COc1ccccc1NS(=O)(=O)c1cccc(NC(=S)NCCN2CCOCC2)c1	-6	0	-9	1	2	-0.5	16	-3	4	-3
COC(=O)[C@@]1(Cc2ccc(F)cc2)[C@H]2c3cc(C(=O)N4CCCC4)n(Cc4ccc(Cl)c(C(F)(F)F)c4)c3C[C@H]2CN1C(=O)c1ccccc1	3	-5	-9	0	-5	0.1	-6	0	-6	-5
COc1ccc(C)cc1NC(=O)NCc1ccccn1	-1	9	7	1	-3	-0.9	-2	3	2	4
Cc1nn2c(-c3ccc(S(=O)(=O)N4CCN(C)CC4)o3)nnc2c2ccccc12	3	8	2	-3	-1	0.6	-9	2	-21	-2
COc1ccccc1S(=O)(=O)Cc1ccc(C(=O)N2CCN(c3ccccc3)CC2)o1	0	1	1	3	-1	0.5	-4	2	-9	0
O=C(NCC1CCCO1)[C@@H]1CSC2c3ccccc3C(=O)N21 (some centres undefined)	2	-2	-2	1	15	0.3	0	3	-4	8
Cc1cc(C(=O)NCCN2CCN(c3cccc(Cl)c3)CC2)n(-c2ccccc2)n1	1	-5	8	3	3	-0.6	5	2	1	6
c1ccn(-c2ccc(-c3ccn[nH]3)cc2)c1	-6	-5	-1	2	0	0.1	0	-1	6	7
COc1cc(-c2noc(C)c2C(=O)N[C@@H](CO)Cc2ccccc2)cc(OC)c1OC	3	0	-7	2	2	0.1	11	0	8	-6
O=[N+]([O-])c1cc(S(=O)(=O)NCCc2ccccn2)ccc1Cl	-2	-2	-8	1	3	-0.3	-6	1	3	-6
O=C(c1ccc2ccccc2n1)N1CCN(c2ccccn2)CC1	-5	4	6	2	2	-0.2	7	1	9	2
Cc1ccc(C)c(N2CCN(C(=O)C3CCCN(c4ncnc5c4nc4n5CCCCC4)C3)CC2)c1 (centres undefined)	0	-6	5	-2	3	0.4	-5	3	2	2
COC(=O)c1cccc(CC2(C)C(=O)Nc3ccc(OC(F)(F)F)cc32)c1 (centres undefined)	6	-5	7	3	1	-0.3	2	9	-12	6
CCC(C)NC(=O)Cn1c(=O)n(CCCCCC(=O)Nc2ccccc2)c(=O)c2sccc21 (centres undefined)	1	-3	-3	-2	-3	0.4	-2	1	2	-8
COc1ccc(C(=O)NCc2nnc(SCC(=O)NC3CCCC3)o2)cc1	0	4	1	2	3	0.6	1	0	-8	0
CC1NC(=O)c2cc3ccccc3cc2-n2c1nc1cc(F)ccc1c2=O (centres undefined)	-5	2	-2	2	0	-0.8	5	0	-6	-5
CC(C)(C)C(=O)Nc1nc(-c2ccc3c(c2)OCO3)cs1	-2	-1	-2	0	1	-0.4	-1	1	-2	9
CC(C)CN(CCNC(=O)CC1Oc2ccccc2NC1=O)CC(C)C (centres undefined)	3	-4	0	5	-6	0.4	10	7	-1	6
CCOC(=O)c1c(CC(C)C)csc1NC(=O)COC(=O)c1cc(OC)c(OC)cc1[N+](=O)[O-]	2	6	-2	2	1	0.7	4	0	23	-7
COC(=O)c1cc(Br)c(=O)n(-c2ccccc2OC)c1	0	4	-17	-5	3	-1.2	3	7	-11	1
NS(=O)(=O)c1ccc(NNC(=O)c2ccc(Br)o2)c([N+](=O)[O-])c1	-10	-4	0	-4	0	-0.3	5	-9	-7	-3
COc1ccc(Nc2nc3cc(C)ccc3cc2C#N)cc1	4	4	0	0	-1	0.3	0	2	-1	-3
COc1ccc(C(C)=O)cc1COC(=O)CCC(=O)N(CC(C)C)c1c(N)n(CC(C)C)c(=O)[nH]c1=O	0	3	7	0	-2	-0.8	1	2	1	-3
O=S(=O)(Nc1ccc(-c2ccc3nncn3n2)cc1)c1ccccc1Cl	-8	3	-3	2	1	0.5	5	0	18	4
Cc1cc(C)n2nc(SCC(=O)N3CCCC(C)C3)nc2n1 (centres undefined)	-4	1	6	1	1	0.5	-2	0	-7	4
COc1ccc(-c2nc(CSCC(=O)NCC3CCCO3)c(C)o2)cc1OC (centres undefined)	1	5	6	-1	4	-0.1	-2	-1	6	3
Cc1csc2nc(O)c(C(=O)NCCCN3CCCC3=O)c(=O)n12	1	-14	2	4	-1	-0.7	-4	4	-10	-5
COc1ccc(S(=O)(=O)NNC(=O)Nc2ccc(F)cc2F)c(OC)c1	0	-4	-5	-1	0	0.4	0	-1	3	0
O=C(CN(c1cccc(C(F)(F)F)c1)S(=O)(=O)c1ccc(Cl)c([N+](=O)[O-])c1)NCc1ccccc1Cl	0	-4	-3	2	3	0.1	-3	5	-8	-1
Nc1cc(C(=O)O)ccc1N1CCCCC1	-4	2	6	2	-1	0.6	13	-1	1	-2
CC(=O)CCc1c(C)c2cccc(C)c2[nH]c1=O	1	-2	1	-4	-2	0.6	-4	0	4	3
CCc1ccccc1NC(=O)[C@@H]1CCCN1S(=O)(=O)c1cccc2cccnc12	-1	/	-6	1	0	/	1	-3	6	-3
CCC(=O)Nc1cccc(NC(=S)NC(=O)Cc2ccccc2)c1	2	3	1	-1	-1	0.4	3	0	0	6
O=C(CSc1nnc2ccc(-c3cccnc3)nn12)Nc1ccccc1F	1	-1	3	0	-3	0.7	-12	-3	-2	-3
COc1ccc(/C=N\NC(=O)C2=NNC(=O)C2C)cc1 (centres undefined)	-4	4	1	-1	1	0.0	3	-3	2	4
O=C(NC1CCN(C(=O)c2cccs2)CC1)c1ccccc1	-3	5	5	0	-2	0.5	0	1	4	7
